Bioassay records deposited in PubChem by Broad Institute.
EWS-Fli block: EWS/Fli transcriptional activity inhibition. 350,000 tested, 0.67% active. inhibition, % at 12.6 µM. A673 NR0B1-luciferase reporter, viability-normalised;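 active = mean inhibition of at least 50% after viability correction, with every replicate also passing that limit; inconclusive = mean reaches 50% but only one of two replicates passes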;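 also: firefly luciferase signal divided by Alamar Blue viability fluorescence both relative to DMSO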
Casp6 inh: caspase-6 (human) enzyme inhibition. purified caspase-6, Z-VEID-R110 cleavage fluorescence. inhibition, % at 12.5 µM. 350,000 tested, 0.53% active. AID 686996;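 active = mean inhibition across replicates at least about 35%, with every replicate also reaching that limit, limit read from the data; inconclusive = only one of the two criteria met; inactive = neither criterion met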;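 also: 0% = median of neutral control wells and 100% = no fluorescence left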
Target sequence (P55212 24-179 limits assumed): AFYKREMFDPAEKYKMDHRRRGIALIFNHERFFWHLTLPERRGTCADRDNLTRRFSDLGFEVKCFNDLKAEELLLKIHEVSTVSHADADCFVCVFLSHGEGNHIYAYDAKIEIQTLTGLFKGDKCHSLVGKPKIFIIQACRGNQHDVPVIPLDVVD
Target sequence (P55212 194-293 limits assumed): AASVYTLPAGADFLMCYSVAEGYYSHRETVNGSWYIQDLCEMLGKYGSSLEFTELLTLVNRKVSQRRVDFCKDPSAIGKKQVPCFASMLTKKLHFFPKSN
SIRT5 inh: sirtuin-5 (human) deacylase inhibition; Q9NXA8; Purified SirT5, succinyl-peptide AMC, trypsin-coupled fluorescence; inhibition, % at 15 µM; 330,000 tested, 1.1% active; in the data active = inhibition above about 15%; inconclusive = no clear call, values can overlap the other calls
Target sequence (Q9NXA8 whole entry, looked up): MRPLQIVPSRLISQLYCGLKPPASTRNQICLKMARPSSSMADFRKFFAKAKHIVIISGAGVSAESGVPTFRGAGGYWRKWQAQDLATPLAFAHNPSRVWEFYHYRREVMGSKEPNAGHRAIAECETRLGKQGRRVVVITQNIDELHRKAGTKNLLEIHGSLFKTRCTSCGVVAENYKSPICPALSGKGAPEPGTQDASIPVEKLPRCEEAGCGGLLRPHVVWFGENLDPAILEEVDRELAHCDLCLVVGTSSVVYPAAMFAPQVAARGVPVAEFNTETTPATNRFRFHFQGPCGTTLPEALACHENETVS
LGR2 inh: blocks bursicon-induced cAMP signaling via Drosophila LGR2. HEK293 LGR2, CRE-luciferase, bursicon-stimulated, 4 h. inhibition, % at 9.99 µM. 380,000 tested, 0.35% active. AID 720647;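 active = drop in luminescence signal, shown as inhibition above about 50% in the replicate tests, limit read from the data, passing the limit was not always enough; inconclusive = probably only some replicates passing the limit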;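 also: agonist challenge used bursicon conditioned medium at about half maximal strength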
ARNT TACC3 PPI: disrupts binding between human ARNT and TACC3 | AlphaScreen His-ARNT PAS-B/GST-TACC3 binding, luminescence; TACC3 fragment carries E629A point mutation | inhibition, % at 9.99 µM | 390,000 tested, 0.66% active | AID 623870;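 active = mean inhibition of replicates at least 50% and at least half of replicates each reaching 50%; inconclusive = half or more replicates reach 50% but mean below 50%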;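 also: 0% = complete ARNT plus TACC3 wells and 100% = ARNT alone without TACC3; many hits fall short of the cut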
DENV2 CPE: DENV2-induced cell death inhibition. DENV2-infected cells, cytopathic effect rescue, plate reader. CPE inhibition, % at 9.99 µM. 350,000 tested, 1.7% active. AID 651640; in the data active = CPE inhibition above about 20%, passing the limit was not always enough; inconclusive = no clear call, values can overlap the other calls; tested in BHK-21 cells;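 also: 0% = median of neutral control wells and 100% = median of positive control wells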
PAX8 reporter: lowers PAX8-driven luciferase in RMG-I cells | RMG-I TPO-luciferase reporter, SteadyGlo, 24 h | inhibition, % at 12.6 µM | 360,000 tested, 1.2% active | AID 652154;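 active = mean replicate inhibition at least 60% with every replicate also reaching 60%; inconclusive = only one of the two criteria is met; inactive = mean below 60% and not all replicates reaching 60%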;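 also: luciferase light reporting Pax8 driven TPO promoter activity; plate controls were median of neutral control wells for no effect and mitoxantrone controls for full effect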
Active calls of the source: *; ? = inconclusive; / = not tested or not shown.

SMILES | EWS-Fli block | Casp6 inh | SIRT5 inh | LGR2 inh | ARNT TACC3 PPI | DENV2 CPE | PAX8 reporter
Cc1ccccc1-c1ccc2c(c1)O[C@H](CN(C)Cc1ccc(C(=O)O)cc1)[C@H](C)CN([C@H](C)CO)S2(=O)=O | 6 | 7 | 3 | -7 | -2 | 8 | 11
C[C@@H]1CCCCO[C@H](CN(C)C(=O)Nc2ccc(F)cc2)[C@@H](C)CN([C@@H](C)CO)C(=O)c2cc(NC(=O)c3ccccc3)ccc2O1 | -4 | 0 | -3 | 11 | 1 | 0 | 5
NCC(=O)Nc1ccc(Br)cc1 | 5 | -9 | 15 | -1 | -1 | -3 | 20
COC(=O)[C@@]12C[C@@H](CC(=O)NCc3ccccc3)C(=O)N(Cc3ccco3)C1=CCC(C)(C)C2 | 4 | 3 | -2 | -10 | / | 6 | -16
NS(=O)(=O)c1ccc(CCNC(=O)CNS(=O)(=O)c2cccc(Br)c2)cc1 | 11 | -1 | -1 | -2 | -1 | -9 | 10
Cc1ccc(NC(=O)CC2OC(=O)c3ccccc32)cc1S(=O)(=O)N1CCCCCC1 (stereo not given) | 13 | 11 | 3 | / | 5 | 14 | 14
O=C(OCc1ccccc1)N1CCC2CC1c1cc(-c3ccc(F)cc3)ccc12 (stereo not given) | -21 | -4 | -7 | 3 | -1 | 1 | -12
CCn1c(C)nnc1SCC(=O)Nc1cccc(C(F)(F)F)c1 | 1 | -3 | -3 | 1 | 3 | -1 | -5
CCOc1cc(CNc2nn[nH]n2)ccc1OCC(=O)NC(C)(C)C | -2 | -4 | -3 | -6 | 5 | -3 | 5
COc1ccc(C(=O)Nc2ccccc2C(=O)N2CCCCCC2)cc1 | 5 | -2 | -3 | -6 | / | -3 | -5
O=C(COC(=O)c1cc(F)cc(F)c1)NCCCc1ccccc1 | 4 | -6 | -2 | -1 | -5 | -2 | -23
C[C@H](CO)N1C[C@H](C)[C@H](CN(C)Cc2ccncc2)Oc2c(NC(=O)C3CC3)cccc2C1=O | -4 | 0 | 2 | 10 | 20 | 0 | -6
CCc1ccc(C(=O)CN2C(=O)NC3(CCCCCC3)C2=O)cc1 | -40 | 0 | -2 | -21 | 0 | -11 | -81
CC(OC(=O)Cc1coc2ccc3ccccc3c12)C(=O)NC(N)=O (stereo not given) | 6 | 2 | / | 6 | 1 | -3 | -10
COc1cccc(OCC(Cn2cnc3ccccc32)OC(C)=O)c1 (stereo not given) | 3 | -1 | -8 | 6 | / | -5 | -2
CNC[C@H]1OCCCC[C@@H](C)Oc2ccc(NC(=O)Nc3ccc(C(F)(F)F)cc3)cc2C(=O)N([C@H](C)CO)C[C@@H]1C | -8 | 1 | -1 | -14 | 11 | -3 | 12
C/C(=N\NC(=O)C1COc2ccccc2O1)c1ccc(Cl)s1 (stereo not given) | 7 | -2 | -3 | -1 | 2 | 2 | -7
O=C(NCC1CCN(C(=O)C(=O)c2cc3ccccc3o2)CC1)c1cc(C(F)(F)F)cc(C(F)(F)F)c1 | 10 | 2 | / | 7 | / | -10 | 18
COc1ccc(C(c2c(NC(=O)c3ccco3)sc(C)c2C)N2CCOCC2)cc1OC (stereo not given) | -13 | 5 | 2 | -19 | -3 | 1 | 4
O=C(C[C@@H]1C[C@H]2c3cc(NC(=O)Nc4ccc(F)cc4)ccc3O[C@H]2[C@@H](CO)O1)NCC1CC1 | -5 | / | / | -6 | -1 | -9 | 2
Cn1c(COc2ccc(Cl)cc2Cl)nnc1SCC(=O)NCC1CCCO1 (stereo not given) | 5 | -2 | -1 | 8 | -1 | -6 | -5
OC(c1ccc(-c2ccccc2)cc1)c1ncc(-c2cccc(F)c2)[nH]1 (stereo not given) | 3 | 2 | -5 | 9 | / | -8 | 0
O=C(NC1CCCCC1)c1nc(C2CCNCC2)oc1-c1ccccc1 | 1 | -6 | -8 | -9 | / | ? | -5
O=C(NC1CCCC1)C(c1ccncc1)N(C(=O)Cc1cccs1)c1ccc(F)cc1 (stereo not given) | 10 | 3 | -9 | 15 | -4 | -2 | 8
C[C@H](O)C#Cc1cnc2c(c1)C(=O)N([C@H](C)CO)C[C@H](C)[C@@H](CN(C)C(=O)Cc1ccncc1)O2 | 2 | / | / | -3 | / | -1 | -31

The list continues:
SMILES | EWS-Fli block | Casp6 inh | SIRT5 inh | LGR2 inh | ARNT TACC3 PPI | DENV2 CPE | PAX8 reporter
CCSc1nc(-c2ccccc2)c2cc(Cl)ccc2n1 | 3 | 3 | -3 | / | -3 | -3 | -20
COc1ccccc1/C=C1/C(=O)N(c2cc(C)cc(C)c2)C(c2cccc([N+](=O)[O-])c2)S1(=O)=O (stereo not given) | / | / | / | -4 | -3 | / | 5
CNC[C@@H]1Oc2cc(C#Cc3ccccc3)ccc2S(=O)(=O)N([C@@H](C)CO)C[C@H]1C | 6 | 0 | -4 | 13 | 14 | -4 | /
Cc1cccc(C)c1NC(=O)C1(C)CN(S(C)(=O)=O)CC(=O)N1CC(F)(F)F (stereo not given) | 3 | -1 | 0 | -15 | / | -7 | -12
O=[N+]([O-])c1cccc(CN2CCN(S(=O)(=O)Cc3ccccc3)CC2)c1 | 2 | 2 | 2 | 5 | -6 | -2 | 9
O=C(Nc1ccc(Cl)cc1)N[C@@H]1CC[C@H](CCNS(=O)(=O)c2ccccc2F)O[C@H]1CO | 1 | 0 | -1 | -6 | 7 | 3 | 15
O=C(COC(=O)c1ccc([N+](=O)[O-])s1)Nc1ccc(Cl)cn1 | -5 | 6 | 0 | 13 | 1 | -12 | 5
Cc1cc(-c2onc(C)c2C(=O)N/N=C/c2ccccc2)no1 | 3 | 5 | 1 | -6 | 3 | -5 | 15
Cc1c(C(=O)NCc2c(F)cc(F)cc2F)oc2ccc(S(=O)(=O)N3CCOCC3)cc12 | 5 | 1 | / | -8 | -3 | -1 | 8
O=C1/C(=C/c2ccccn2)SC(=S)N1c1cccc(O)c1 | -21 | 2 | 6 | -35 | 24 | 2 | -29
CCCNC(=S)N(Cc1cc2cc(C)ccc2n2nnnc12)CC(C)(C)CN(C)C | 5 | 2 | / | 3 | 4 | 2 | -26
Brc1ccc(COCCc2cn(Cc3ccccc3)c3ccccc23)cc1 | -1 | 4 | / | -14 | / | -10 | -12
Nc1nc(SCC(=O)N2CCCc3ccccc32)[nH]c(=O)c1-c1ccccc1 | -8 | 0 | 4 | -23 | 18 | -2 | /
CC(C)NC(=O)N(C)C[C@H]1Oc2c(NC(=O)C3CCCCC3)cccc2C(=O)N([C@H](C)CO)C[C@H]1C | -1 | 1 | 2 | -13 | -8 | 9 | 4
COCCNC(=O)C[C@H]1C[C@@H]2c3cc(NC(=O)C4CCC4)ccc3O[C@@H]2[C@H](CO)O1 | -4 | -2 | -2 | 14 | -18 | / | -19
CC(C)CC#Cc1ccc([C@H]2[C@@H](CO)N3C(=O)CN(S(=O)(=O)c4ccccc4)C[C@@H]23)cc1 | 5 | 1 | 10 | 10 | / | -9 | /
COCCn1c(SC)nnc1-c1c[nH]c2ccccc12 | -1 | 1 | -7 | 8 | -2 | -4 | 2
Cc1nnc(SCC(=O)NC(C)(C)C)n1NCc1ccc(Cl)cc1 | -10 | -4 | 0 | -2 | -2 | -5 | 2
O=C(Cn1nc(C(=O)O)c2ccccc2c1=O)Nc1cccc(S(=O)(=O)N2CCCCC2)c1 | 0 | -1 | -3 | 0 | -3 | 20 | 19
CC(=O)c1ccc(OCC(O)CN2CCCC(C)C2)cc1 (stereo not given) | -4 | -5 | -1 | -2 | -3 | 0 | 15
Cc1nn(CCOc2cccc(Cl)c2)c(C)c1[N+](=O)[O-] | / | -3 | 0 | -34 | -6 | 5 | /
C=CCn1c(-c2cccc(S(=O)(=O)N(CC)CC)c2)n[nH]c1=S | 4 | 1 | -4 | 39 | 13 | -3 | 2
O=C(c1ccc(CNc2c(N3CCOCC3)c(=O)c2=O)cc1)N1CC=C(c2ccccc2)CC1 | -5 | 3 | / | -6 | 5 | -1 | 16
O=C(O)c1ccc(NC(=S)NC(=O)c2cncc(Br)c2)cc1 | 26 | 1 | -3 | / | -5 | -2 | 14
O=C(O)C12C[C@H]3C[C@@H](C1)CC(n1ncc(N4CCN(c5ccccc5)CC4)c(Cl)c1=O)(C3)C2 | / | / | / | 11 | -1 | / | -8

(list continues)
SMILES | EWS-Fli block | Casp6 inh | SIRT5 inh | LGR2 inh | ARNT TACC3 PPI | DENV2 CPE | PAX8 reporter
Cc1ccc(OCCOCCN2CCCC2)c(Br)c1 | 6 | -25 | -2 | 1 | -10 | 44* | -12
CC1CCN(C(=O)Cn2nnc(-c3cccs3)n2)CC1 | -22 | -6 | / | 6 | -6 | -1 | -126
O=C(CSc1ncnc2sc3c(c12)CCC3)Nc1ccccc1C(=O)O | 4 | 4 | -1 | 2 | -1 | 2 | 7
COc1ccc(NC(=O)Nc2ccc3c(c2)[C@H]2C[C@@H](CC(=O)N(C)C)O[C@H](CO)[C@H]2O3)cc1 | -12 | -1 | 3 | 8 | 0 | -5 | /
O=C(c1ccncc1)N1C[C@@H]2[C@H](c3ccccc31)[C@H](CO)N2C(=O)Nc1ccc(F)cc1 | 4 | -1 | 1 | -6 | 3 | 6 | -13
CO[C@@H]1CN(C)C(=O)c2cc(NC(=O)NC3CCCCC3)ccc2OC[C@@H](C)NC[C@H]1C | -11 | 1 | 0 | 2 | -7 | 19 | -2
O=C(CSc1nnc2ccccn12)NNC(=O)c1ccccc1F | -6 | 0 | / | -9 | 1 | -2 | 3
COc1cccc2cc(-c3csc(NC(=O)CCC(=O)NCCCN4CCC(C)CC4)n3)c(=O)oc12 | 33 | 1 | -5 | -2 | 0 | 4 | -6
CCc1nnc(NC(=O)CCC(=O)N2CCN(c3cc(Cl)ccc3C)CC2)s1 | / | 5 | 0 | -5 | 1 | -3 | 0
Cc1cccc(C(=O)Nc2nnc(SCC(=O)Nc3ccc4c(c3)oc3ccccc34)s2)c1 | 0 | 0 | 0 | / | -11 | -3 | 13
O=C(NCCc1ccccc1)C1CCC(CNS(=O)(=O)c2ccccc2)CC1 (stereo not given) | / | 7 | -2 | 8 | 0 | -6 | 17
C[C@H](CO)N1C[C@H](C)[C@H](CN(C)Cc2ccc(Oc3ccccc3)cc2)Oc2ccc(NC(=O)C3CCCCC3)cc2CC1=O | 20 | -1 | -3 | 12 | / | 4 | 6
CCCC(=O)Nc1ccc2c(c1)OC[C@H](C)N(CC1CCCC1)C[C@@H](C)[C@H](OC)CN(C)C2=O | -1 | -1 | 6 | -3 | 1 | -5 | 4
CSc1ccc(S(=O)(=O)N2CCC(C(=O)NCC3CCCO3)CC2)cc1 (stereo not given) | 5 | -1 | 4 | -3 | 0 | 5 | -4
N#Cc1cccc(N=Cc2c(O)ccc3ccccc23)c1 | / | / | / | 3 | -7 | / | 3
CCCCNc1c(-c2cccc(Sc3ccc(OC)cc3)c2)nc2ccccn12 | 3 | 0 | 6 | -39 | / | -17 | 15
Cc1cn(-c2ccccc2)c(C)c1/C=N\Nc1nc(N2CCOCC2)nc(N2CCOCC2)n1 | -12 | 0 | 9 | -8 | 12 | 1 | 1
CCC(=O)N1CC[C@@H]2[C@@H](CO)Nc3ccc(-c4ccccc4)cc3[C@@H]21 | 5 | / | / | 0 | / | / | -17
COc1cc(C(=O)c2nccc3cc(OC)c(OC)cc23)c([N+](=O)[O-])cc1OC | 5 | 20 | 1 | -13 | 17 | -4 | 2
C[C@@H]1CN([C@@H](C)CO)C(=O)c2cc(C#Cc3cccc(F)c3)cnc2O[C@@H]1CN(C)Cc1ccccn1 | 10 | 0 | 0 | -31 | 3 | -5 | /

A draw from above in order of molar mass, descending.
SMILES | EWS-Fli block | Casp6 inh | SIRT5 inh | LGR2 inh | ARNT TACC3 PPI | DENV2 CPE | PAX8 reporter
O=C(c1ccncc1)N1C[C@@H]2[C@H](c3ccccc31)[C@H](CO)N2C(=O)Nc1ccc(F)cc1 | 4 | -1 | 1 | -6 | 3 | 6 | -13
O=C(NCCc1ccccc1)C1CCC(CNS(=O)(=O)c2ccccc2)CC1 (stereo not given) | / | 7 | -2 | 8 | 0 | -6 | 17
CSc1ccc(S(=O)(=O)N2CCC(C(=O)NCC3CCCO3)CC2)cc1 (stereo not given) | 5 | -1 | 4 | -3 | 0 | 5 | -4
